Screening data as filed in PubChem.
HepG2 tox – kills HepG2 cells in TGF-b inhibitor counter-screen; HepG2 CAGA-GFP viability, ATP luminescence, 18 h; Potency, µM (highest dose often 46.1 µM), inactives show top-dose activity change, negative = cytotoxicity, most hits filed as cytotoxic; hit rate 0.76% among 410,000; AID 588856; also: potency is read from the fitted curve at half-maximal effect; some results filed as inactive show a strong effect at the top dose
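CellTiter-Glo luminescence gave cytotoxicity after 18 hours at 37 degrees C. The cells were HepG2 CAGA-GFP in 1% FBS DMEM, stimulated with 500 pg/mL TGF-beta after compound addition. %Activity was normalised to no-cell wells (complete cell-killing) and DMSO (no toxicity), and curves were fitted and classified.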
CCT chaperon mod – modulators of cytosolic chaperonin (CCT/TRiC) activity | activity change, % (no concentration beside the values), hits read low | purified chaperonin ATPase assay, HTRF ADP detection, 30 min | AID 651819 | hit rate 0.3% among 360,000; in the data active = activity change below about -30%; also: % is scaled to controls: 0 for no effect and ±100 for the full control effect
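ATPase activity: ADP formed was measured by HTRF Transcreener (665/615 nm ratio) after 30 min at 37 deg C with 10 uM ATP. Compounds screened at one 76 uM concentration against 40 or 20 nM TRiC in Tris pH 7.4/KCl/MgCl2/DTT buffer.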
Nrf2 block – Nrf2 pathway inhibition; hit rate 2.1% among 360,000; Potency, µM (doses to about 46 µM), for the others: top-dose activity change, negative = inhibition, usual class: inhibitors; A549 ARE-Fluc reporter, luciferase luminescence, 18-24 h; also: potency is read from the fitted curve at half-maximal effect; % is scaled to controls: 0 for no effect and ±100 for the full control effect; nearly all actives have a fitted effect of over 60% in size
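Reporter: ARE-Fluc in A549. Exposure: 18-24 h, 37 °C, 5% CO2, 5% FBS OPTI-MEM. Readouts: fluorescent cytotoxicity (CellTiter-Fluor), then luminescent Nrf2 signal after BugLite.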
MmCpn inh – blocks the Methanococcus maripaludis chaperonin Mm-Cpn; purified Mm-Cpn ATPase, ADP Transcreener TR-FRET; Potency, µM (titrated, usually from 76.9 µM), for the others: at the highest dose activity, negative = inhibition, usual class: inhibitors; hit rate 0.031% among 330,000; AID 504842; also: potency is read from the fitted curve at half-maximal effect; % is scaled to controls: 0 for no effect and ±100 for the full control effect; nearly all actives have a fitted effect of over 80% in size
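Compound-treated chaperonin, 25 nM final, turns over 10 uM ATP at 37°C for 30 min following a 10 min preincubation; ADP generated competes with ADP-d2 for Eu-cryptate antibody, lowering FRET.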
Nrf2 activator – activators of Nrf2 (ARE) signaling; AREc32 ARE-luciferase reporter (MCF7-derived line), luminescence, 24 h; Potency, µM (top dose mostly 46.1 µM), for the others: at the highest dose activation, actives largely listed as activators; hit rate 0.31% among 410,000; AID 624171; also: potency is read from the fitted curve at half-maximal effect; % of control where 0% means no effect; nearly all actives have a fitted effect of over 65% in size
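Reporter line AREc32 (ARE-Fluc), seeded overnight in OPTI-MEM with 5% FBS; compound pin-transferred, 24 hr at 37 deg C, 5% CO2; luminescent read-out.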
A549 tox – counter-screen for Nrf2 inhibitors: cytotoxicity in A549 cells | A549 ARE-Fluc cells, CellTiter-Fluor viability, 18-24 h | Potency, µM (series often up to 46 µM), for inactives: top-dose activity change, negative = cytotoxicity, most hits filed as inhibitors | hit rate 0.16% among 390,000 | AID 504648; also: potency is read from the fitted curve at half-maximal effect; % is scaled to controls: 0 for no effect and ±100 for the full control effect
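A549 ARE_Fluc cells in 5% FBS OPTI-MEM were exposed to compounds in concentration-response for 18-24 h at 37 deg C. Viability was read by CellTiter-Fluor fluorescence (Ex 405/Em 525) after 30 min, before the luciferase read.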
pAkt inh – inhibitors of Akt phosphorylation. Neuro2A IGF-stimulated pAkt S473 HTRF, 20 min; stronger effect = lower value. activity change, % for hits at 50 µM. hit rate 0.32% among 360,000. AID 651550; in the data active = activity change below about -80%; inconclusive = mostly about -51% to -80%; also: % is scaled to controls: 0 for no effect and ±100 for the full control effect
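Single-point screen (50 µM final compound) in Neuro2A cells stimulated 20 min with 6 nM IGF at 37 deg C. After lysis, Ser473-phosphorylated Akt read by HTRF (ex 330 nm, em 615/665 nm) as the 665/615 ratio.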
TGFb SMAD3 inh – inhibitors of TGF-b signaling; AID 588855; Potency, µM (highest dose often 46.1 µM), inactives show at the highest dose activity, negative = inhibition, most hits filed as inhibitors; HepG2 CAGA-GFP TGF-b/SMAD3 reporter, GFP fluorescence, 18 h; TGF-beta stimulated, 500 pg/mL final; hit rate 1.2% among 410,000; also: potency is read from the fitted curve at half-maximal effect; % is scaled to controls: 0 for no effect and ±100 for the full control effect; nearly all actives have a fitted effect of over 65% in size
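HEPG2 CAGA-GFP cells (1000/well, DMEM with 1% FBS) were pre-incubated 2 h at 37 degrees C, given compound by pin tool, then stimulated with TGF-beta at 500 pg/mL final for 18 h before per-cell GFP fluorescence imaging.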
ATXN viability – viability counter-screen for ATXN expression inhibitors. hit rate 0.49% among 400,000. Potency, µM (series often up to 56.7 µM), actives largely listed as cytotoxic. S2 cells (HEK-293 line with an ATXN2-luciferase reporter) viability, CellTiter-Fluor protease fluorescence, 24 h. AID 651635; also: potency is read from the fitted curve at half-maximal effect; nearly all actives have a fitted effect of over 40% in size
Active calls of the source: *; i = inactive; ? = inconclusive; . = no result given; & = joins results of further samples; ! = not confirmed by another sample; [ ] = dose if it differs, or a comment. Unless noted, calls follow the shape of the dose curve; as a rule, active = well fitted curve in the direction sought with a large enough effect; inconclusive = small, poorly fitted or top-dose-only effect, or another doubt; inactive = no such curve, though single readings can be large; an effect the other way counts as inactive or inconclusive. Hits appear at their usual frequency; 4.4% or so of the library scored in one or more.

SMILES	HepG2 tox	CCT chaperon mod	Nrf2 block	MmCpn inh	Nrf2 activator	A549 tox	pAkt inh	TGFb SMAD3 inh	ATXN viability
O=C1CC(c2cccs2)CC2=C1C(c1ccccc1)n1ncnc1N2 (centres undefined)	9%	-1.8	.	4%	-0.5%	2%	i	0%	i
CCOC(=O)C[n+]1c(C)sc2ccc(OC)cc21	-16%	-0.7	28%	-2%	?	10%	i	-7%	i
COc1ccc(CC(=O)OCc2cc3ccc(C)cc3[nH]c2=O)cc1	28%	-1.0	?	-8%	-0.8%	0%	i	?	i
O=C(O)c1ccc(N=N/C(=N\Nc2ccc(C(=O)O)cc2)c2ccccc2)cc1	3%	-1.4	5%	-4%	-1.1%	?	i	1%	13µM*
COc1ccc(Cl)cc1NC(=S)Nc1cccc(C)c1	21%	-4.3	-4%	-5%	8.5%	4%	i	16%	i
COc1ccc(-c2cc(C(=O)NCc3ccc(Cl)cc3)no2)cc1OC	-5%	-6.3	.	0%	-0.9%	13%	-92%*	12%	i
O=C(/C=C/c1ccc(-c2ccc(F)cc2)o1)N1CCCC1	-15%	1.8	?	3%	4.2%	3%	i	-18%	i
Cc1ccc(OCC(=O)N(C)CC(=O)Nc2ccc(N3CCOCC3)cc2)cc1	3%	-2.3	14%	0%	0.3%	1%	i	0%	i
O=C(CSc1ncn[nH]1)Nc1cc(S(=O)(=O)N2CCCC2)ccc1Cl	0%	1.3	-2%	-2%	-0.7%	-3%	i	-6%	i
Cc1cc([N+](=O)[O-])ccc1NC(=O)C(C)[n+]1ccccc1 (centres undefined)	-18%	2.3	-1%	3%	4.3%	-5%	i	-1%	i
CC(C)N1CCC(NC(=O)NC2CCCCC2)CC1	-3%	-0.1	5%	-2%	0.1%	11%	i	9%	?
COc1cccc(/C=N/NC(=O)c2ccc(N(C)S(=O)(=O)c3ccccc3)cc2)c1OC	-15%	-0.7	?	-1%	0.5%	7%	i	-8%	i
Cc1ccc(CN2CCN(CC3CC4C=CC3C4)CC2)cc1 (centres undefined)	-3%	0.0	-1%	1%	-0.1%	12%	?	14%	i
Cc1ccc(NC(=O)CN(C)C(=O)c2ccccc2OCc2c(C)noc2C)cc1	2%	-0.3	1%	-2%	-0.2%	3%	i	-3%	i
Cc1noc(/C=C/Nc2ccc(F)cc2F)c1[N+](=O)[O-]	-15%	-1.5	5%	-11%	2.8µM*	-21%	i	-29%	.
O=C(Nc1nc2c(Cl)cccc2s1)C1CC1	-40%	-7.4	5%	1%	20%	0%	i	1%	i
COC(=O)c1ccccc1S(=O)(=O)N1CCC(C(=O)NC2=NCCS2)CC1	5%	-1.6	-15%	1%	0.0%	13%	i	-2%	i
CCOCCCn1c(=N)c(C(N)=S)cc2c(=O)n3cccc(C)c3nc21	-20%	-3.2	16%	-8%	0.5%	?	i	4%	.
CCc1ccc(NC(=O)CC2C(=O)N(c3cccc(OC)c3)C(=O)N2Cc2ccc(F)cc2)cc1 (centres undefined)	-25%	.	-19%	.	0.5%	-13%	.	?	.
CCOc1ccc(NC(=O)c2cc3cc4ccc(OC)cc4nc3o2)cc1	-13%	-2.9	?	1%	0.1%	-10%	i	16%	i
Cc1ccc(C)c(N2CCN(C(=O)c3cc(C)nc4c3c(C)nn4-c3ccccc3)CC2)c1	-18%	.	-25%	.	-0.1%	1%	.	?	i
CCOc1ccc(NC(=O)C2CCCN(c3c(CC)c(C)nc4ncnn34)C2)cc1 (centres undefined)	-34%	2.0	10µM*	0%	0.2%	-14%	i	?	i
COc1ccc(CCN(C)C2CCCN(C(=O)Cn3cnnn3)C2)cc1OC (centres undefined)	7%	0.5	10%	-1%	0.2%	11%	i	0%	i
Cc1ccc(CNS(=O)(=O)c2c(N)n(C)c(=O)n(C)c2=O)cc1	-6%	1.7	5%	2%	0.2%	3%	i	-4%	i
CCc1nc2sc3c(c2c(=O)n1CCO)CCC3	2%	1.3	-4%	1%	0.4%[9.22 µM]	3%	i	22%	i
CC1CCN(C(=O)COC(=O)c2nn(C)c(=O)c3ccccc23)CC1	2%	-2.3	-2%	-10%	-1.0%	0%	i	4%	i
C=CCSc1nnc(-c2cccnc2)o1	-8%	-1.3	22%	-1%	4.9%	-4%	i	-16%	i
Cc1cccc(OCC(O)Cn2c(=N)n(CCN3CCCCC3)c3ccccc32)c1 (centres undefined)	11µM*!	-11	-16%	-16%	4.5%&7.7%	?	i	?	.
Cc1ccccc1-c1cccc([C@@H]2C[C@H]3[C@H](CON3C)CN2C(=O)CCc2ccccc2)c1	-9%	0.4	?	.	4.3%	-16%	i	-5%	i
Clc1ccc(-c2nn3c(-c4cc(-c5ccccc5)n[nH]4)nnc3s2)cc1	-9%	.	-5%	.	.	1%	.	-3%	.
CSC[C@H]1CN(Cc2ccccc2)C(=O)[C@@H]1CC(=O)Nc1ccc(Br)cc1	-3%	1.2	.	.	-1.0%	.	i	1%	i
Cc1cccc(C(=O)Nc2nnc(S(=O)(=O)N3CCOCC3)s2)c1	-13%&-4%	1.5	?	-5%	0.1%&5.3%	2%&5%	i	-2%&-20%	i
CCOC(=O)C1(Cc2ccccc2C)CCCN(C(=O)c2ccnn2C)C1 (centres undefined)	1%	-0.8	1%	1%	0.4%	2%	i	0%	i
CCCc1cc(=O)[nH]c(SCC(=O)c2c(C)[nH]c3ccccc23)n1	-24%	2.3	-7%	2%	0.9%	11%	i	3%	i
O=C(CCS(=O)(=O)c1ccc(Br)cc1)NCc1cccs1	13%	-0.2	6%	1%	-0.1%	-1%	i	24%	i
Cc1ccc(C)c(N2CCN(C(=O)c3cnn(-c4ccccc4Cl)c3C3CCN(C(=O)OC(C)(C)C)CC3)CC2)c1	-30%	.	?	.	-0.8%	-9%	.	-9%	.
COCCNC(=S)N1CCN(C)CC1	4%	-1.9	11%	0%	-0.3%	8%	i	7%	i
COc1cccc(-c2cnc(C(O)c3ccc(F)cc3C)[nH]2)c1 (centres undefined)	-5%	-1.8	.	.	-1.5%[9.22 µM]	.	i	-6%	i
CN1CCN(C(=O)Cn2c(-c3cccs3)cc3ccccc32)CC1	-4%	.	-2%	.	4.5%	-2%	.	-28%	i
N#CCSc1ccccc1NC(=O)CN1C(=O)NC(CCc2ccccc2)C1=O (centres undefined)	-16%	0.0	.	.	0.1%	.	i	1%	i

Single records, from the list above:
Listed for `O=C(CCS(=O)(=O)c1ccc(Br)cc1)NCc1cccs1` : HepG2 tox = 13%; CCT chaperon mod = -0.2; Nrf2 block = 6%; MmCpn inh = 1%; Nrf2 activator = -0.1%; A549 tox = -1%; pAkt inh = i; TGFb SMAD3 inh = 24%; ATXN viability = i
Listed for `CN1CCN(C(=O)Cn2c(-c3cccs3)cc3ccccc32)CC1` : HepG2 tox = -4%; CCT chaperon mod = .; Nrf2 block = -2%; MmCpn inh = .; Nrf2 activator = 4.5%; A549 tox = -2%; pAkt inh = .; TGFb SMAD3 inh = -28%; ATXN viability = i

(list continues)
SMILES	HepG2 tox	CCT chaperon mod	Nrf2 block	MmCpn inh	Nrf2 activator	A549 tox	pAkt inh	TGFb SMAD3 inh	ATXN viability
O=C(COc1ccc(Cl)cc1)Nc1ccc(CN2CCOCC2)cc1	-9%	-0.6	?	-1%	3.5%	26%	i	-5%	?
O=C(COC(=O)c1cccc(S(=O)(=O)N2CCCC2)c1)NCc1ccccc1	-19%	0.0	0%	1%	-0.5%	1%	i	-2%	i
COc1ccc(NC(=O)N2CCCC2C(=O)Nc2ccccc2F)cc1 (centres undefined)	2%	-0.6	?	-2%	-0.9%	-6%	i	5%	i
Cc1ccc(S(=O)(=O)N(CC(O)CN2C(=O)NC(C)(C)C2=O)c2cccc([N+](=O)[O-])c2)cc1 (centres undefined)	6%	1.5	4%	6%	-0.4%	2%	i	?	i
CSCC[C@@H](C(=O)Nc1cccc(F)c1)N1Cc2ccccc2C1=O	-15%	.	1%	.	0.6%	13%	.	-18%	?
CCOc1ccc(N2C(=O)CC(N(Cc3ccco3)C(C)=O)C2=O)cc1 (centres undefined)	2%	1.1	7%	-2%	1.0%	2%	i	?	i
Cn1cccc1/C=C(\C#N)c1ccccc1	-33%	1.2	19%	4%	5.2%	-5%	i	2%	i
CCOc1cc(NC(=O)Nc2ccccc2)c(OCC)cc1NC(=O)CC	0%	-0.1	-9%	1%	-0.2%	-1%	i	0%	?
CC(C)Cc1nc2sc3c(NCc4ccco4)ncnc3c2c2c1COC(C)(C)C2	-27%	-3.0	-2%	-3%	0.0%	-3%	i	-16%	i
CCc1cc(=O)oc2cc3occ(C)c3cc12	-19%	1.1	?	0%	4.2%	0%	i	-1%	i
C[C@H](CO)N1C[C@H](C)[C@@H](CN(C)C(=O)CCC(F)(F)F)OCc2cnnn2CCCC1=O	1%	-0.6	.	.	-0.3%	.	i	3%	i
O=C(COC(=O)c1ccc(NS(=O)(=O)c2cccs2)cc1O)NC1CCCCC1	8%	1.5	?	-2%	-0.4%	2%	i	2%	i
Cn1c(=O)c2[nH]c(NN=Cc3ccc(Br)cc3)nc2n(C)c1=O	-6%	-1.2	1%	.	-0.1%	0%	i	0%	i
CCCc1nn2c(=O)cc(COC(=O)c3ccc(NC(=O)CCc4ccccc4)cc3)nc2s1	-7%	.	.	.	-1.0%	-1%	.	?	.
COc1ccc(C(=O)Cn2nnc(-c3ccccc3NC(=O)C3CC3)n2)cc1	-6%	-0.7	?	-4%	2.5%	7%	i	-6%	i
CCCN(CC(=O)Nc1ccccc1C)C(=O)Cc1c(C)nc2ccccc2c1C	0%	0.7	-18%	0%	0.1%	-18%	i	-4%	i
